DRD3 agonist: D3 dopamine receptor (human) agonism; max activation, %; hit rate 0.58% among 410,000; AID 652048; P35462; D3R DiscoveRx beta-arrestin cells, luminescence, 90 min; in the data active = max activation above about 30%; also: 0% is about no effect; mostly tested at two doses, the higher about 12 µM
Target sequence (P35462 whole entry, looked up): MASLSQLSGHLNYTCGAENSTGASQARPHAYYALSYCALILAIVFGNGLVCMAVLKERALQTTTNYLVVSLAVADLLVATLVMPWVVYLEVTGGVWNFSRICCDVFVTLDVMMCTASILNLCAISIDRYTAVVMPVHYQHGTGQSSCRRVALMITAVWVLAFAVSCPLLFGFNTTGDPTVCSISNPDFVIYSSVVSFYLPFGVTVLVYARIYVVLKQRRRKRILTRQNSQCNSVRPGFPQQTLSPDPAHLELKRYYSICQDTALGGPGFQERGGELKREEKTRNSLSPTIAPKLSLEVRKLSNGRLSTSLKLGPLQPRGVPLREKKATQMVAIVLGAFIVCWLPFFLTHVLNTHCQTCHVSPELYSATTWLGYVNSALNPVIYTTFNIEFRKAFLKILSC
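Agonist-mode cell screen: cells plated at 1500/well and incubated overnight at 37 °C, then exposed to library compounds for 90 min at 37 °C. Detection reagent was added for 30–60 min at room temperature, and luminescence was read.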
TDP-43 yeast inh: inhibitors of TDP-43 toxicity in yeast | AID 652104 | TDP-43 expressing yeast growth rescue, BacTiter-Glo, 24 h | Potency, µM (doses to about 46.1 µM), for the others: at the top dose growth rescue (activation), usual class: activators | hit rate 1.8% among 410,000; also: potency is read from the fitted curve at half-maximal effect; % of control where 0% means no effect; nearly all actives have a fitted effect of over 50% in size
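Yeast cells expressing TDP-43 under galactose induction are exposed to compounds for 24 hr at 30 deg C. BacTiter-Glo luminescence measures growth, so protective compounds score as activators.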
aSyn yeast inh: rescues yeast growth from alpha-synuclein toxicity; Potency, µM (highest dose often 46.1 µM), for the others: at the highest dose growth rescue (activation), actives largely listed as activators; Yeast expressing alpha-synuclein, growth rescue, BacTiter-Glo, 24 h; hit rate 0.14% among 370,000; also: potency is read from the fitted curve at half-maximal effect; % of control where 0% means no effect; nearly all actives have a fitted effect of over 65% in size
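Galactose-induced alpha-syn yeast (OD600=0.02, raffinose-pregrown) + pinned cpd, 24 hr, 30 deg C; growth by BacTiter-Glo luminescence. Growth restoration scores as activation.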
HEK293 tox: cytotoxic in the GLP-1 receptor inverse agonist counter-screen | Potency, µM (series often up to 38.3 µM), without a hit: at the highest dose activity change, negative = inhibition, actives largely listed as inhibitors | AID 624418 | HEK293 cAMP-luciferase reporter cells, luminescence, 24 h | hit rate 0.13% among 410,000;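 also: loss of luciferase light is scored as toxicity; potency is read from the fitted curve at half-maximal effect; % is scaled to controls: 0 for no effect and ±100 for the full control effect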
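Seeding density was 200 cells/uL; after overnight-length (12 h) culture, 23 nL compounds went on for 24 h at 37 °C. Readout used a luciferase detection reagent, luminescence taken after 12 min at room temperature.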
PTHR1 ag: PTHR1 (human) receptor agonism; Q03431; HEK293 GP2 PTHR1 cells, GloSensor cAMP luminescence, 1 h; Potency, µM (titrated, usually from 115 µM), for inactives: at the top dose activation, usual class: activators; hit rate 0.075% among 410,000; AID 743266; also: potency is read from the fitted curve at half-maximal effect; nearly all actives have a fitted effect of over 55% in size; some results filed as inactive show a strong effect at the top dose; inactives centre near -15; many of its hits are not listed in these tables
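HEK-293-derived GP2 cells expressing PTHR1 and a GloSensor cAMP reporter, 3,000/well, plated overnight, given luciferin plus IBMX (each 0.5 mM as added) for 1 h at 37 °C, then compound for 1 h at 37 °C. Luminescence was read after 15 min at room temperature.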
KB-V1 cytotox: KB-V1 MDR subline cytotoxicity. Potency, µM (highest dose often 46.1 µM), inactives show at the highest dose activity change, negative = cytotoxicity, most hits filed as cytotoxic. hit rate 3.4% among 400,000. AID 1347076. KB-V1 MDR cells viability, CellTiter-Glo, 72 h; also: potency is read from the fitted curve at half-maximal effect; % is scaled to controls: 0 for no effect and ±100 for the full control effect; nearly all actives have a fitted effect of over 60% in size
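KB-V1, DMEM (no phenol red) + 10% FBS; cpd pin-transferred, titration series; 72 h, 37 degrees C; CellTiter-Glo, luminescence. Data normalized, curve-fit.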
GLP1R inv ag: inverse agonists of human GLP-1 receptor | P43220 | HEK293 GLP-1R CRE-luciferase, luminescence, 24 h; GLP-1R form is constitutively active | Potency, µM (top dose mostly 38.3 µM), for inactives: at the highest dose activity change, negative = inhibition, hits mostly inhibitors | hit rate 1.6% among 410,000 | AID 624417; also: potency is read from the fitted curve at half-maximal effect; % is scaled to controls: 0 for no effect and ±100 for the full control effect; nearly all actives have a fitted effect of over 55% in size
Target sequence (P43220 whole entry, looked up): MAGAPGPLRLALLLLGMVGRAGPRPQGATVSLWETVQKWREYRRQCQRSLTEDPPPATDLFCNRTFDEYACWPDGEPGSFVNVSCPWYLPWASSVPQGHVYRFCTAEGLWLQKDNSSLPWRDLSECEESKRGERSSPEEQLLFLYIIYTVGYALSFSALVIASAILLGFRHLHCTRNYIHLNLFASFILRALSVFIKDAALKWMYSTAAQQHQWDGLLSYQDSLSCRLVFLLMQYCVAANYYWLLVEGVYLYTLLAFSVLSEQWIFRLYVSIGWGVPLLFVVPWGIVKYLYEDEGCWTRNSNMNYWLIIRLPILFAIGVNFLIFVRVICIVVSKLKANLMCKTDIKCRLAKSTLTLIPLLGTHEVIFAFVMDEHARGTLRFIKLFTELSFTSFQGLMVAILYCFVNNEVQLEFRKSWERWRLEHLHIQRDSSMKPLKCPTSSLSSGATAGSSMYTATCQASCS
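Assay principle: reduced luminescence from a cAMP-responsive reporter in HEK293 cells co-expressing a constitutively active GLP-1R. Conditions: 24 hr compound incubation, 37 deg C, 5% CO2.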
D3 antag: antagonists of human D3 dopamine receptor. max response, negative = inhibition, %. D3R cells, DiscoveRx beta-arrestin luminescence, antagonist mode; hits give low values. P35462. hit rate 2.5% among 360,000; in the data active = max response below about -50%; inconclusive = no clear call, values can overlap the other calls; also: % is scaled to controls: 0 for no effect and ±100 for the full control effect; mostly tested at two doses, the higher about 12 µM
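Cells expressing the human receptor were seeded at 1500 cells/well, incubated overnight at 37 degrees C in 5% CO2, then exposed to library compounds with dopamine controls for 90 minutes at 37 degrees C before luminescent detection.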
GLP-1R agonist: agonists of human GLP-1 receptor; AID 624172; HEK293 GLP-1R CRE-luciferase, luminescence, 4-6 h; cells express a hypersensitive GLP-1R form; Potency, µM (series often up to 45.6 µM), inactives show at the highest dose activation, usual class: activators; hit rate 0.007% among 380,000; P43220; also: potency is read from the fitted curve at half-maximal effect; % of control where 0% means no effect
The depositor's hits bear a star; i = inactive; ? = inconclusive; / = not tested or not shown; [ ] = another dose, or the depositor's remark. Unless noted, calls follow the shape of the dose curve; as a rule, active = well fitted curve in the direction sought with a large enough effect; inconclusive = small, poorly fitted or top-dose-only effect, or another doubt; inactive = no such curve, though single readings can be large; an effect the other way counts as inactive or inconclusive. These rows are one share of the data; count on the stated rates, not on these rows.

SMILES	DRD3 agonist	TDP-43 yeast inh	aSyn yeast inh	HEK293 tox	PTHR1 ag	KB-V1 cytotox	GLP1R inv ag	D3 antag	GLP-1R agonist
O=C(Oc1c(-c2ccccc2)c(=O)n2c3c(cccc13)CC2)c1ccc(F)cc1	26	-11%	5%	2%	-22%	1%	13%	56	0%
COc1ccc(C)cc1S(=O)(=O)Nc1cc2c3c(c1)C(C)C(=O)N3CCC2 (stereo unspecified)	2	5%	-1%	2%	i	?	24%	9	2%
COc1ccc(CN(C)CC2CCCN(CCc3ccccc3C)C2)cc1O (stereo unspecified)	-17	-13%[1.82 µM]	7%	-15%	i	-2%	?	15	17%
Cc1cccc(NS(=O)(=O)c2cc3c4c(c2)C(C)C(=O)N4CCC3)c1 (stereo unspecified)	3	13%	-1%	-17%	-1%	?	3%	0	10%
COc1ccc(NC(=O)c2ccc(NC(=O)C3COc4ccccc4O3)cc2)c(OC)c1 (stereo unspecified)	4	-8%	4%	455%[activator]	-2%	8%	6%	12	9%
CCCNC(=O)C(Cc1ccccc1)NC(=O)c1ccc(C(C)(C)C)cc1 (stereo unspecified)	-9	11%	-8%	-1%	-26%	-3%	-22%	?	0%
COc1ccc(NC(=O)CC2C(=O)NCCN2C(=O)c2ccc(N(C)C)cc2)cc1 (stereo unspecified)	20	-7%	5%	-19%	0%	27%	-16%	7	8%
CC[C@H](C)[C@@H]1NC(=O)c2cc([N+](=O)[O-])cc(F)c2NCCCC[C@@H](C(N)=O)NC(=O)[C@H](CCCCN)NC1=O	2	6%	0%	-2%	i	?	11%	49	-1%
O=C(NCc1cccnc1)c1cc(C2CCCCN2S(=O)(=O)c2ccccc2)on1 (stereo unspecified)	4	0%	4%	-3%	-14%	-1%	-12%	0	-4%
OC(c1ccc2ccccc2c1)c1ncc(-c2cccc3ccccc23)[nH]1 (stereo unspecified)	-16	-1%	-28%	?	-3%	?	?	?	-2%
O=C(c1ccc(CS(=O)c2cccc(Cl)c2)o1)N1CCCCCC1 (stereo unspecified)	22	-1%	-5%	4%	-31%[inhibitor]	23µM*	-26%	18	-5%
CCN(CC)C(=O)Cn1c(=O)n(Cc2ccc(C(=O)NCc3ccccc3Cl)cc2)c(=O)c2ccccc21	-6	11%	/	5%	-96%[inhibitor]	-8%	8%	/	0%
O=C(N/C(=C\c1ccc(Br)cc1)C(=O)N1CCOCC1)c1ccc(Br)o1	4	-11%	0%	-7%	i	10%	-17%	-15	11%
COC(=O)c1ccc(S(=O)(=O)NCc2ccccc2)n1C	-5	0%	2%	-2%	i	2%	18%	-9	4%
COc1ccc(-c2c(C)c3ccc(O)c(CN4CCCC4)c3oc2=O)cc1OC	-17	-7%	-6%	390%[activator]	-23%	?	19%	/	-6%

Continued, overlapping the part above by 3 compounds.
SMILES	DRD3 agonist	TDP-43 yeast inh	aSyn yeast inh	HEK293 tox	PTHR1 ag	KB-V1 cytotox	GLP1R inv ag	D3 antag	GLP-1R agonist
O=C(N/C(=C\c1ccc(Br)cc1)C(=O)N1CCOCC1)c1ccc(Br)o1	4	-11%	0%	-7%	i	10%	-17%	-15	11%
COC(=O)c1ccc(S(=O)(=O)NCc2ccccc2)n1C	-5	0%	2%	-2%	i	2%	18%	-9	4%
COc1ccc(-c2c(C)c3ccc(O)c(CN4CCCC4)c3oc2=O)cc1OC	-17	-7%	-6%	390%[activator]	-23%	?	19%	/	-6%
CCS(=O)(=O)N1CCC(C(=O)N2CCN(Cc3ccccc3)CC2)CC1	0	8%	-3%	-4%	i	1%	-3%	-13	0%
Cc1[nH]n(S(=O)(=O)c2ccccc2)c(=O)c1N=Nc1cccc(Cl)c1	1	16%	-6%	0%	-37%[inhibitor]	-7%	1%	?	-7%
COc1ccccc1NC1=NC(C)(C)N=C(N)N1	-2	-1%	-2%	-3%	0%[57.5 µM]	21%	-3%	-3	-9%
Cc1ccc2c(C)c(C(=O)NCCN3CCCC(O)C3)oc2c1C (stereo unspecified)	-3	-10%	-14%	15%	-12%	-16%	?	-1	-2%
C[C@@H]1COc2cccc(N3CCN(Cc4ccccc4F)CC3)c2S(=O)(=O)N1	-9	2%	-3%	7%	-19%	-3%	-16%	?	-2%
CCCN1CCN(S(=O)(=O)c2ccc3c(c2)NC(=O)C(C)S3)CC1 (stereo unspecified)	-15	-1%	3%	-12%	-16%	?	-20%	-2	-2%
CCN1CCN(C(c2ccccc2OC)c2nnnn2C2CCCCC2)CC1 (stereo unspecified)	-12	5%	5%	-9%	i	10%	-28%	-19	-1%
Cc1ccc(-c2nc3ccccc3nc2Cl)cc1	0	0%	-7%	0%[7.66 µM]	-13%	0%	-1%[7.66 µM]	3	0%
C[C@]12C=CC(=O)C=C1CCC1C3CC[C@](O)(C(=O)CO)[C@@]3(C)CC3OC312 (stereo partly specified)	-9	-7%	-5%	7%	i	4%	12%	-20	-6%
Cc1cc(N2O[C@H]3C=C[C@@H]2C3)no1	16	12%	-5%	-10%	-5%	0%	9%	33	9%
CCOCCc1nn2c(=O)cc(COC(=O)c3ccc(NC(=O)C(C)(C)C)cc3)nc2s1	5	6%	/	11%	i	9%	-19%	/	/
CCN(C(=O)/C=C/c1ccccc1)C1CCCCC1	0	?	0%	-6%	-2%	-5%	?	-3	11%
CCOC(=O)c1nc2ccccc2c(=O)[nH]1	5	-23%	2%	-7%	i	-23%	25%	8	2%
Cc1ccc(N(CC(=O)Nc2ccc(S(=O)(=O)N3CCOCC3)cc2)S(C)(=O)=O)cc1C	1	1%	0%	-1%	-8%[57.5 µM]	23µM*	-16%	20	-3%
NC(=O)Nc1ccc(Nc2ccccc2)cc1	3	22%	-2%	-17%	i	0%	2%	2	-6%
O=[N+]([O-])c1ccc(S(=O)(=O)N/N=C/c2ccc3c(c2)OCO3)cc1	17	6%	9%	-2%	14%	24%	18%	-21	9%
Cc1ccc(Sc2ncccc2C(=O)NC2CCCCCC2)cc1C	1	-4%	-6%	-12%	i	-6%	11%	8	?
Cc1cc(C(F)(F)F)c(C#N)c(N2CCOCC2)n1	-1	7%	3%	-10%	i	-7%	2%	9	-9%
N#Cc1cc(-c2ccccc2)nnc1Oc1ccccc1	-3	-1%	-3%	10%	-80%[inhibitor]	0%	8%	-16	-26%
Cc1cc(S(=O)(=O)Nc2cccc([N+](=O)[O-])c2)c(C)s1	-5	1%	23%	2%	i	3%	-25%	-11	-2%
CN1CCN(NC(=O)c2cc(S(=O)(=O)Nc3ccc(Cl)cc3)ccc2Cl)CC1	1	-6%	-18%	1%	i	19%	-22%	9	4%
Cc1ccc(S(=O)(=O)NCC(=O)OCC(=O)Nc2ncc(Cl)cc2Cl)cc1	2	7%	-6%	4%	i	-2%	2%	-13	-19%
Cc1ccc(C)c(OC(=O)c2cncc(Br)c2)c1	7	17%	-1%	3%	i	-14%	-3%	16	-3%
CCN(CC)CCCN1C(=O)CSC1c1ccc([N+](=O)[O-])cc1 (stereo unspecified)	-7	26%	-7%	16%	-14%	-7%	-18%	-4	-5%
COc1cccc(Cn2cccc(NC(=O)Nc3ccc(C#N)cc3)c2=O)c1	-5	4%	-1%	-2%	-37%	?	?	-6	1%
CCOC(=O)Cc1csc(NC(=O)Nc2ccc(Cl)cc2)n1	-5	-16%	-32%[inhibitor]	1%	-42%[inhibitor]	?	11µM*	-16	-1%
Cc1nnc(NCc2ccc(F)cc2)c2c1nnn2Cc1ccccc1Cl	5	-10%	/	-3%	18%	-23%	23%	/	/

Profiles, quoted from the list.
Cc1cc(S(=O)(=O)Nc2cccc([N+](=O)[O-])c2)c(C)s1 is listed with DRD3 agonist = -5; TDP-43 yeast inh = 1%; aSyn yeast inh = 23%; HEK293 tox = 2%; PTHR1 ag = i; KB-V1 cytotox = 3%; GLP1R inv ag = -25%; D3 antag = -11; GLP-1R agonist = -2%
Cc1nnc(NCc2ccc(F)cc2)c2c1nnn2Cc1ccccc1Cl is listed with DRD3 agonist = 5; TDP-43 yeast inh = -10%; aSyn yeast inh = /; HEK293 tox = -3%; PTHR1 ag = 18%; KB-V1 cytotox = -23%; GLP1R inv ag = 23%; D3 antag = /; GLP-1R agonist = /
CCOC(=O)Cc1csc(NC(=O)Nc2ccc(Cl)cc2)n1 is listed with DRD3 agonist = -5; TDP-43 yeast inh = -16%; aSyn yeast inh = -32%[inhibitor]; HEK293 tox = 1%; PTHR1 ag = -42%[inhibitor]; KB-V1 cytotox = ?; GLP1R inv ag = 11µM*; D3 antag = -16; GLP-1R agonist = -1%

Screens: PubChem BioAssay, National Center for Advancing Translational Sciences (NCATS)
